# AHR activator: AHR activators, primary screen, cell-based, luminescence, luciferase reporter, human; Aryl hydrocarbon receptor (Homo sapiens), P35869; AHR-responsive luciferase reporter cells; activation, % at 5 µM; 320,000 compounds, 2.5% hits; AID 2796, 2010; in the data active = activation above about 47%;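 also: 0% = vehicle wells and 100% = reference agonist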
# procasp7 counter: procaspase-7 activators, primary screen, counter-screen for procaspase-3 activator project, biochemical, absorbance, HTS, human | 330,000 compounds, 0.093% hits | activation, % at 8.5 µM | recombinant procaspase-7, Ac-DEVD-pNA absorbance 405 nm; D23A/D198A/D206A triple mutant, cannot self-cleave; scale: DMSO 0, 5 µM enzyme 100 | Caspase-7 (Homo sapiens), P55210;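 active = percent activation above the screen-wide mean plus 3 SD, cut at about 25% in these data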
# Target sequence (P55210 whole entry D23A/D198A/D206A): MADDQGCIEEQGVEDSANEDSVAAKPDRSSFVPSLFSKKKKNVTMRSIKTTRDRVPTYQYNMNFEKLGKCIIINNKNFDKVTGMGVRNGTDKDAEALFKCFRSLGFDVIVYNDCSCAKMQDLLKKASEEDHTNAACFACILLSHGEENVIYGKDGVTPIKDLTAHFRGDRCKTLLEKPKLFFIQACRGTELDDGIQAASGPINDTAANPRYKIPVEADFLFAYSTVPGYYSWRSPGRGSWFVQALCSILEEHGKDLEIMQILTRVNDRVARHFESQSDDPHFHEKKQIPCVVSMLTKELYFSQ
#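 Test system: Procaspase-7 triple mutant (PC-7 D3A). Also added: Ac-DEVD-pNA substrate, 400 µM as added. Schedule: 1 h enzyme–compound preincubation and 2 h substrate reaction, both 25 °C. Signal: p-Nitroaniline absorbance at 405 nm, read at 0 and 120 min. Control set: low DMSO alone, high DMSO plus 5 µM PC-7.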
# GASC-1 inh: inhibitors of GASC-1 histone demethylase, primary screen, biochemical, fluorescence, DELFIA europium; Lysine-specific demethylase 4C (Homo sapiens), Q9H3R0; GST-JMJD2C(1-420) H3K9me3 demethylation; inhibition, % at 2.35 µM; 330,000 compounds, 0.069% hits;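 active = more than half of a compound's replicate wells show inhibition beyond 50%, single wells judged on their own value; inconclusive = some, but no more than half, of replicates pass 50% inhibition; inactive = no replicate passes 50% inhibition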;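 also: signal counts dimethyl H3K9 product captured on neutravidin plate; 0% = median of DMSO wells and 100% = 0.3 times that DMSO median; strong numbers were not always called active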
# Target sequence (Q9H3R0 1-420 limits assumed): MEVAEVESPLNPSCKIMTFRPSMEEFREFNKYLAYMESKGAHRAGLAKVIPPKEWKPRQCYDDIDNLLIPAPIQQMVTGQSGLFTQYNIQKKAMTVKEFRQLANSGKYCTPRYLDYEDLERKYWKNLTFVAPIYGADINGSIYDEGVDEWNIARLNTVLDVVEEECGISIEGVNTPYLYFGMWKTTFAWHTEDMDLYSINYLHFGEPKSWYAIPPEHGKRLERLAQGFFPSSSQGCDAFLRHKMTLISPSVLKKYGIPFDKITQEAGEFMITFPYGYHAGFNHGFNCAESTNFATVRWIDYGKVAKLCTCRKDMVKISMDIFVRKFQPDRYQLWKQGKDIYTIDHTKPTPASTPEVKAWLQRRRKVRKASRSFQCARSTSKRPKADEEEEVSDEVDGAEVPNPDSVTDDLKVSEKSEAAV
# CR mimetic SO: reduction of superoxide in aged yeast, primary screen, HTS. AID 2690, 2010. S. cerevisiae aged cells, superoxide DHE fluorescence; hits give low values. 330,000 compounds, 0.18% hits. superoxide response (% of plate mean), % at 10 µM;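 active = superoxide response under a set limit, about three screen SD below normal, cut at about 65% in these data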;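 also: yeast aged for seven days with compound at 30 °C before DHE staining; 100% = average MFI of all compound-treated wells on the plate with controls excluded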
# LAP4-GFP MLPCN: modulators of LAP4-GFP expression in yeast, primary screen, S. cerevisiae, multiplex flow cytometry, MLPCN library; 3 h; median GFP as percent of DMSO wells; GFP response vs DMSO, % at 10 µM; 320,000 compounds, 0.34% hits;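 active = GFP response vs DMSO above a set limit, about the screen mean plus 3 SD, cut at about 150% in these data; inconclusive = under 70 cell events counted for the yeast strain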
# procasp3 activ: activators of human procaspase-3 D3A mutant, primary screen, biochemical, absorbance, PC-3 D3A mutant, single concentration; AID 463141, 2010; 330,000 compounds, 0.11% hits; Caspase-3 (Homo sapiens), P42574; recombinant procaspase-3 D3A, Ac-DEVD-pNA absorbance 405 nm; activation, % at 8.5 µM;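 active = activation above the mean of all tested compounds plus 3 SD, cut at about 21% in these data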;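 also: 0% = DMSO alone and 100% = DMSO wells spiked with extra 5 µM PC-3 D3A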
# Target sequence (P42574 whole entry D9A/D28A/D175A): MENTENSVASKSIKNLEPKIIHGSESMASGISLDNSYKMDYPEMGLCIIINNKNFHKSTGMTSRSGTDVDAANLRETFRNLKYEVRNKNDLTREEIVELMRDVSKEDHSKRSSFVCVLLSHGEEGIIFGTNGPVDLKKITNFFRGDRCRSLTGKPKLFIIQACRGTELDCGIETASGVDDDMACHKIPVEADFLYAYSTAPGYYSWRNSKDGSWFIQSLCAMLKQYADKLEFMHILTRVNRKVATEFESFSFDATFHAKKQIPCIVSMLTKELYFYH
#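 Assay system: Autoprocessing-dead procaspase-3 D3A mutant enzyme; also added: Ac-DEVD-pNA; doses: one concentration, 8.5 µM nominal, 0.8% DMSO; times: 1 h compound preincubation, 2 h substrate hydrolysis at 25 °C; technique: 405 nm absorbance of p-nitroaniline, reads at 0 and 120 min; measure: % activation between DMSO and enzyme-spiked controls; repeats: single replicate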
# RPL19A TOR yeast: RPL19A-GFP expression modulators in yeast, primary screen, cell-based, S. cerevisiae, multiplex flow cytometry, MLPCN; S. cerevisiae RPL19A-GFP strain, 3 h; hits give low values; percent response vs DMSO, % at 10 µM; 330,000 compounds, 0.3% hits; AID 2025, 2009;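 active = percent response vs DMSO below 50%; inconclusive = fewer than 70 events counted for the yeast strain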;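 also: median channel GFP fluorescence of the barcoded RPL19A-GFP strain; ratio of sample median GFP to plate DMSO average so 100% = DMSO; lower means less RPL19A-GFP as with rapamycin TOR inhibition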
# MEP2-GFP yeast: modulators of MEP2-GFP levels in yeast, primary screen, S. cerevisiae, multiplex flow cytometry, MLPCN library. S. cerevisiae MEP2-GFP strain, 3 h; 100% = DMSO control level. GFP response vs DMSO, % at 10 µM. 330,000 compounds, 0.51% hits. AID 2016, 2009;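 active = GFP response versus DMSO above a set limit, roughly screen mean plus 3 SD, cut at about 180% in these data; inconclusive = fewer than 70 cells counted for a yeast strain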;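 also: median GFP fluorescence of the barcode-gated MEP2-GFP cells per well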
# Numbers without * were called inactive; ? = inconclusive; nt = not tested or not shown.
SMILES,AHR activator,procasp7 counter,GASC-1 inh,CR mimetic SO,LAP4-GFP MLPCN,procasp3 activ,RPL19A TOR yeast,MEP2-GFP yeast
CNc1nc(Nc2ccc(C(C)=O)cc2)nc(OC(C(F)(F)F)C(F)(F)F)n1,25,-3,-3,93,109,-2,94,102
Cc1ccc2nc(Br)c3c(c2c1)OC(CBr)C3 (stereo unspecified),2,15,3,103,90,2,104,107
Nc1ccc(-c2nnc(-c3ccccc3)o2)cc1,3,-9,-9,112,93,-14,102,104
COc1ccc(Br)c(C(=O)N(C)CC(=O)Nc2ccc(N3CCOCC3)cc2)c1,5,9,11,106,89,7,96,101
COc1ccccc1N1CCN(C(CNS(=O)(=O)c2ccc(C)cc2)c2cccnc2)CC1 (stereo unspecified),0,9,2,101,99,0,96,105
CC(C)(C)c1nnc(NC(=O)c2ccc(Cl)nc2)s1,20,6,-9,108,75,1,99,96
O=C(CCNC(=O)c1ccc([N+](=O)[O-])cc1)Nc1nccs1,6,3,-3,116,120,0,97,95
CC1=NN(c2ccccc2)C(=O)/C1=C\c1cc(C)n(-c2ccccc2)c1C,2,-4,1,95,97,-7,96,98
CSC1=NCCN1C(=O)Cc1cccs1,2,10,-7,102,97,3,99,90
Cc1ccc(NC(=S)N(CCCN2CCN(C)CC2)Cc2cccs2)cc1,0,0,-6,109,104,1,93,93
Brc1cccc(OCCN2CCc3ccccc3C2)c1,5,2,-13,97,95,-9,104,110
COc1ccc(NC(=O)N2CCCC(CCC(=O)N(C)CCc3ccccn3)C2)cc1 (stereo unspecified),3,-2,-17,112,94,-4,99,101
CN(C)S(=O)(=O)c1cccc(NC(=O)Cc2ccsc2)c1,4,-10,-10,98,96,7,102,108
Cc1ccc(NC(=O)NC(=S)NC(=O)c2ccccc2)cc1,3,5,-14,93,101,-8,104,99
COc1ccc(-c2nnc(SCC(=O)OC3CCCCC3)o2)cc1OC,1,10,nt,102,109,5,101,107
O=C(CN1C(=O)/C(=C\c2ccco2)SC1=S)Nc1ccc(O)cc1C(=O)O,-1,-15,?,77,92,-13,92,105
C=CCN(C(=O)CNS(=O)(=O)c1ccccc1)C(C(=O)NCCOC)c1cccnc1 (stereo unspecified),-3,6,-27,106,99,6,103,102
N#C/C=C(/N)c1ccc(Br)cc1,16,-2,85,91,98,-10,108,104
Nc1ccc(-c2nc3ccccc3s2)cn1,14,1,0,105,93,2,105,103
COc1ccc(-n2nnnc2SCC(=O)Nc2cccc(C)n2)cc1OC,5,-8,5,89,104,-5,105,105
CC1CCCC(N2CCN(C(=O)c3ccc([N+](=O)[O-])cc3)CC2)C1 (stereo unspecified),nt,nt,4,102,95,nt,105,108
Cc1ccc(C(=O)NCC(=O)NCCCc2ccccc2)s1,0,2,7,114,80,3,95,97
COC(=O)CNC(=O)c1cccc(Cl)c1,0,3,11,96,105,7,106,97
N#C/C(=C/c1cc[nH]c1)C(N)=S,9,-23,-5,104,107,-10,106,113
CCc1ccc(Nc2n[n+](-c3ccccc3)c(-c3cccc(C)c3)s2)cc1,27,-10,nt,99,106,5,96,100
CN(CC(=O)N1CCN(c2ccc(F)cc2)CC1)S(=O)(=O)c1ccc2c(c1)c(=O)n(C)c(=O)n2C,2,5,5,88,101,3,102,107
CC1CCN(S(=O)(=O)c2csc(C(=O)Nc3ccccc3)c2)CC1,2,3,6,82,100,-3,96,102
Cc1cccc(OCC(=O)O/N=C(\N)Cc2ccc([N+](=O)[O-])cc2)c1,2,7,1,109,90,2,95,95
CCN(CC)S(=O)(=O)c1ccc(NC(=O)c2cccc3c2C(=O)N(CCOC)C3)cc1,-1,-6,-4,85,97,2,112,110
O=C(NCCc1cnc[nH]1)c1cccs1,0,11,1,97,87,3,96,103
Cc1cc(C(=O)NCc2cccnc2)no1,2,6,-2,104,98,-4,99,101
CCN(C(=O)c1ccc(S(=O)(=O)N2CCCC2)cc1)C1CCS(=O)(=O)C1 (stereo unspecified),-2,7,2,101,94,12,95,100
O=C(O)c1ccc(COc2c(F)c(F)cc(F)c2F)cc1,1,6,23,121,106,1,101,100
Cc1ccc(SC(C)C(=O)N2CCC(C(N)=O)CC2)cc1 (stereo unspecified),-2,-1,-10,99,104,-5,103,99
CCOc1cc(NC(=S)NCCCN2CCOCC2)c(OCC)cc1NC(=O)c1cccc(F)c1,2,1,nt,104,108,7,100,101
CCC(C)(C)n1nnnc1C(c1ccc(O)c(OC)c1)N1CCN(c2nc3ccccc3s2)CC1 (stereo unspecified),3,-20,5,103,101,-1,103,100
COC(=O)CCS(=O)(=O)c1ccc(Cl)c(Cl)c1,0,1,-13,95,107,-3,100,118
CN(Cc1ccco1)C(=O)Cn1cc(S(=O)(=O)N2CCCC2)c(S(=O)(=O)N2CCCC2)c1,0,0,-17,104,98,-10,101,101
O=C(N/N=C/C=C/c1ccc([N+](=O)[O-])cc1)c1cccs1,15,-3,-20,96,91,7,99,105
COC(=O)c1ccc(NC(=O)c2ccc3nccnc3c2)cc1,-5,2,0,74,100,3,101,105
COc1ccc(-n2nnnc2SCC(=O)Nc2ccccc2F)cc1,4,5,5,103,97,2,104,108
O=S(=O)(/N=C(/Nc1ccc(F)cc1F)c1ccccc1)c1ccccc1,3,0,-7,113,97,-2,104,107
COc1cc(OC)cc(-n2nnnc2SCC(=O)NCc2ccc3c(c2)OCO3)c1,4,-10,-10,106,98,-1,98,107
CCC(CCC(=O)Nc1ccc(S(N)(=O)=O)cc1)C(=O)O (stereo unspecified),-1,3,-5,99,107,0,102,112
CCN(CC(=O)Nc1ccccc1C(F)(F)F)C(=O)c1cc(-c2ccccc2)nn1-c1ccccc1,-3,6,7,109,107,-9,95,93
COc1ccc(CCN(C)S(=O)(=O)c2cn(C)c(=O)n(C)c2=O)cc1OC,0,-9,nt,100,103,-3,97,101
COc1ccc(CN2CC(C(=O)NCC3CCCO3)CC2=O)cc1 (stereo unspecified),1,7,-14,103,97,-1,105,108
Cc1ccc(NC(=S)c2ccncc2)cc1,5,-1,3,113,91,-1,97,87
Cc1ccn2c(=O)c(C(=O)NCCCN3CCCCC3C)c(O)nc2c1 (stereo unspecified),-1,2,-20,102,89,2,100,96
Cc1cccc(CNC(=O)C(C)n2nc(C)c3c(C)n(-c4ccccc4)nc3c2=O)c1 (stereo unspecified),1,-4,8,107,111,5,99,99
COc1ccc2nc(NC(=O)c3cccnc3SC)sc2c1,5,13,1,106,105,-12,100,105
Cc1ccccc1-c1ccc(=O)n(CC(=O)Nc2ccc(N3CCOCC3)cc2)n1,27,-1,57*,104,99,12,102,99
CCC1(C)Cc2ccccc2-c2nc(-c3ccccc3)oc(=O)c21 (stereo unspecified),5,-2,22,102,83,-4,85,96
CC(C)(C)Nc1nc(SCc2ccccc2)nc(N2CCOCC2)n1,2,11,8,102,110,-3,95,99
CCCCSc1nc(C)c(C(C)=O)cc1C#N,1,7,1,128,96,-5,105,128
COc1ccc(Cl)cc1NC(=O)CN(C1CCCCC1)S(C)(=O)=O,2,0,6,92,94,4,97,96
CCC1=NN2C(=N)/C(=C\c3cccn3-c3ccc(OC)cc3)C(=O)N=C2S1,2,2,19,83,85,-1,98,107
CCOC(=O)NC(=O)c1cn(N(C)c2ncc(C(F)(F)F)cc2Cl)c(=O)[nH]c1=O,-2,-4,5,119,98,4,97,98
c1nc(N2CCOCC2)c2c3c(sc2n1)CCCC3,-3,-14,-1,115,107,3,105,108
C/C(CC(=O)Nc1ccc2c(c1)OCCO2)=N\NC(=O)COc1ccccc1,0,7,-5,98,99,-1,103,105

# Brought forward from above: 3 entries, followed by the next part.
SMILES,AHR activator,procasp7 counter,GASC-1 inh,CR mimetic SO,LAP4-GFP MLPCN,procasp3 activ,RPL19A TOR yeast,MEP2-GFP yeast
CCOC(=O)NC(=O)c1cn(N(C)c2ncc(C(F)(F)F)cc2Cl)c(=O)[nH]c1=O,-2,-4,5,119,98,4,97,98
c1nc(N2CCOCC2)c2c3c(sc2n1)CCCC3,-3,-14,-1,115,107,3,105,108
C/C(CC(=O)Nc1ccc2c(c1)OCCO2)=N\NC(=O)COc1ccccc1,0,7,-5,98,99,-1,103,105
COc1ccc(N2CCN(S(=O)(=O)c3ccc(OC)c(C(=O)N4CCCC4)c3)CC2)cc1,-3,5,-3,117,93,-3,98,98
CC(C)(C)c1cc2cccnc2n1Cc1cccc(Cl)c1,2,-1,6,97,95,2,101,96
CCn1ncc(C(=O)Nc2ccccc2C)c1C,-2,4,-8,88,104,3,108,133
CN(CC(=O)Nc1ccccc1Br)C(=O)CNC(=O)c1ccc2c(c1)OCO2,4,1,17,107,109,3,99,104
CCc1ccc(-c2cc(C(=O)N/N=C/c3c[nH]c4ccccc34)[nH]n2)cc1,55*,6,1,125,97,6,96,127
CSc1cccc(NC(=O)Nc2nc3c(C)cccc3s2)c1,119*,-4,-4,113,nt,-2,93,99
Cc1ccc(Nc2nnc(-c3ccc4c(c3)OCO4)o2)c(C)c1,42,6,3,105,101,-6,102,105
CCC(C(=O)OCc1csc(CC(=O)Nc2ccccc2C)n1)c1ccccc1 (stereo unspecified),2,-7,-5,123,110,-1,92,95
COc1ccc(Nc2nc(N)nc(CN3CCOCC3)n2)cc1,11,-5,-18,107,98,-7,98,103
COc1ccc(NS(=O)(=O)c2ccc(C)c(C(=O)NNC(=O)c3csc(N4CCOCC4)n3)c2)cc1,1,8,7,94,91,1,88,92
COc1cc([N+](=O)[O-])ccc1NC(=O)COC(=O)C1=NN(c2ccccc2)C(=O)CC1,20,-4,0,94,108,3,105,101
COc1ccc(C)cc1NC(=O)c1sc2ncnc(N3CCN(c4ccccn4)CC3)c2c1C,3,-5,1,99,105,-3,100,108
CC(=O)c1cccc(NC(=O)CC(C)n2ccnc2)c1 (stereo unspecified),19,7,-1,100,102,-8,102,104
O=C(NN1CCOCC1)c1cnn2c(C(F)F)cc(-c3ccccc3)nc12,2,-3,6,107,91,4,95,94
COc1cccc(N2CCN(c3ccc(N4C(=O)CCC4=O)cc3[N+](=O)[O-])CC2)c1,0,-11,-18,132,103,0,99,101
O=C1c2ccccc2-n2c1nc1ccccc1c2=O,108*,-6,-1,145,116,9,98,102
COC(=O)CCCC1=CC2=C(c3ccccc3)C(=O)C(C)(OC(=O)C3CCCC3)C(=O)C2=CN1CCCCO (stereo unspecified),1,-8,9,104,101,1,105,112

# Assay outcomes as filed in PubChem.
